Compound activity as filed in PubChem.
P. falciparum M17LAP – P. falciparum M17LAP inhibitors, primary screen, biochemical, fluorogenic H-Leu-NHMec substrate, 1536-well (AID 1619); recombinant M17LAP, H-Leu-NHMec fluorogenic kinetic assay; higher % means a stronger effect; inhibition, % at 30 µM, or IC50 in µM where a hit was titrated; hit rate 0.38% among 220,000;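 active means compound inhibiting the enzyme by more than half at any dose during confirmatory dose-response retesting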;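 further: plate controls were full reaction with DMSO carrier for no effect and no enzyme background for full effect; strong numbers were not always called active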
M1AAP inhibition – P. falciparum M1AAP inhibitors, biochemical, fluorogenic H-Leu-NHMec substrate, 1536-well (AID 1445) | recombinant M1AAP, H-Leu-NHMec fluorogenic kinetic assay; higher % means a stronger effect | inhibition, % at 30 µM, or IC50 in µM where a hit was titrated | hit rate 0.42% among 220,000;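 active means primary inhibition above the hit cutoff, then over 50% inhibition at one or more dose response concentrations, cut at about 23% in these data, passing the limit was not always enough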;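 further: plate controls were DMSO full reaction for no effect and no enzyme background for full effect; strong numbers were not always called active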
LYP phosphatase – PTPN22 lymphoid phosphatase activity blockers – biochemical, fluorescence intensity, uHTS (AID 1779) | recombinant LYP phosphatase, fluorescence intensity; higher % means a stronger effect | hit rate 0.054% among 290,000 | one-dose inhibition, % at 11.5 µM; IC50 in µM for titrated hits;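 further: plate controls were vehicle with enzyme for no effect and no enzyme for full effect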
AID2073 – disruptors of CaV2.2 binding to Mint1 – biochemical, HTRF (AID 2073) | HTRF protein-protein interaction, Mint1-CaV2.2; higher % means a stronger effect | one-dose inhibition, % at 20 µM; IC50 in µM for titrated hits | hit rate 0.19% among 290,000; in the data active means inhibition mostly above about 51%, no sharp cut-off; further: some results filed as inactive read as strong as hits
Siah-1 displacement – blockers of Siah-1 interaction with plectin peptide – biochemical, fluorescence polarization, rhodamine-plectin, uHTS, primary screen (AID 1817). hit rate 0.02% among 290,000. one-dose displacement, % at 20 µM; IC50 in µM for titrated hits. Siah-1 / rhodamine-plectin peptide fluorescence polarization; higher % means a stronger effect;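 active means displacement of at least 50% at 20 µM, with a fluorescence ratio check between 0.3 and a set limit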;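 further: plate controls were Siah plus tracer with DMSO for no effect and tracer alone without Siah for full effect; strong numbers were not always called active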
PMI inhibition – MPI inhibition at elevated mannose 6-phosphate – biochemical, fluorescence intensity, high mannose 6-phosphate, primary screen (AID 1220); hit rate 0.66% among 190,000; inhibition, % at 20 µM, or IC50 in µM where a hit was titrated; recombinant PMI enzyme, coupled fluorescence intensity; higher % means a stronger effect
Dynein transport – dynein cargo transport inhibition. z-score, hits read low. 3617.4 mouse cells, GR-EGFP nuclear translocation imaging; test concentration mostly 20 µM; stimulated with dexamethasone, 1 µM; hits give low values. hit rate 0.47% among 220,000;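 active means plate z-score of nuclear minus cytoplasmic receptor signal below a set negative limit, without overly bright fluorescence or cell loss, cut at about -3.5 in these data, passing the limit was not always enough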;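 further: z-score of nuclear minus cytoplasmic ring GR-EGFP intensity difference per well; some compounds called inactive have numbers as strong as hits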
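Buffer or medium: tet-free medium with charcoal-stripped serum / Also added: dexamethasone agonist, 1.0 µM final, for 30 min / Timing: induction 48 h, compound 1 h, agonist 30 min / Measured by: high-content fluorescence imaging after fixation / Read-out: nuclear-to-cytoplasmic GR-EGFP distribution per well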
XIAP displacement – small molecules displacing peptide from XIAP – biochemical, IAP family, fluorescence polarization (AID 1018) | XIAP BIR domain, fluorescence polarization peptide displacement; higher % means a stronger effect | hit rate 0.007% among 200,000 | one-dose displacement, % at 20 µM; IC50 in µM for titrated hits; in the data active means displacement above about 50%; further: a part of the inactive calls stands beside numbers as strong as those of hits
PMI inhibitors – inhibitors of human PMI, primary screen, biochemical, fluorescence intensity, coupled assay (AID 1209) | purified PMI enzyme, coupled fluorescence intensity; higher % means a stronger effect | inhibition, % at 20 µM; hits with a dose series show IC50 in µM | hit rate 0.42% among 190,000;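 further: plate controls were DMSO vehicle for no effect and wells lacking substrate for full effect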
Dynein transport cytoplasmic EGFP – further read-out of Dynein transport, marked with its call; z-score; measured here: cytoplasmic GR-EGFP intensity; hits give high values
Dynein transport nuclear GR-EGFP – also measured in Dynein transport; calls as there; z-score; measured here: nuclear GR-EGFP intensity;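 lower value marks the stronger effect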
Dynein transport cell count – further read-out of Dynein transport, marked with its call; z-score; measured here: cell count per field
* = called active by the depositor; · = no result given. Unless noted, no stated cut-off is given here; in the data, active means inhibition above about 50%; inactive means the rest.

SMILES	P. falciparum M17LAP	M1AAP inhibition	LYP phosphatase	AID2073	Siah-1 displacement	PMI inhibition	Dynein transport	Dynein transport cytoplasmic EGFP	Dynein transport nuclear GR-EGFP	Dynein transport cell count	XIAP displacement	PMI inhibitors
c1ccc2nc3[nH]cnc3nc2c1	5%	9%	-7%	-1%	6%	0%	0.17	-0.22	0.36	1.4	-3.7%	-2%
COC(=O)Cn1cnc2c1c(=O)n(C)c(=O)n2C	1%	-4%	-4%	12%	7%	-4%	-0.29	0.19	-0.21	0.51	-1.7%	-3%
CCN1CCN(C(=O)c2ccc(CN(c3ccccc3)S(=O)(=O)c3ccccc3)cc2)CC1	-6%	9%	-5%	-1%	-10%	4%	-0.42	-0.33	-0.55	0.72	-0.2%	3%
Cc1nn(-c2ccccc2)c(Cl)c1C1C(C#N)=C(N)OC2=C1C(=O)CCC2 (stereo unspecified)	0%	4%	3%	8%	-4%	-12%	1.2	-0.14	1.3	-0.69	-7.3%	-12%
NC(=O)c1c(NC(=O)CSc2nc(N)cc(=O)[nH]2)sc2c1CCCC2	7%	13%	0%	21%	-6%	·	0.13	-0.21	-0.029	-0.024	·	·
CCCCC(CC)C(=O)Nc1cc([N+](=O)[O-])ccc1F (stereo unspecified)	11%	3%	-7%	-3%	-1%	5%	-0.41	-0.17	-0.33	0.14	-5.3%	9%
Cc1ccccc1OCC(=O)N/N=C/c1cccc(Oc2ccc([N+](=O)[O-])cc2[N+](=O)[O-])c1	4%	2%	4%	-2%	3%	14%	-0.6	0.6	0.21	0.58	0.3%	9%
CC(=O)Nc1cccc2ncccc12	-13%	-1%	-8%	2%	0%	1%	3.2	-0.13	1.4	-1.9	-7.3%	8%
C/C(CC(=O)Nc1ccccc1[N+](=O)[O-])=N\NC(=O)COc1ccccc1C	48%	8%	-8%	8%	-1%	-4%	0.22	-0.088	0.3	0.18	-1.9%	-10%
C/C(=N\Nc1ccc(S(N)(=O)=O)cc1[N+](=O)[O-])c1ccc2c(c1)OCO2	8%	0%	-8%	34%	2%	13%	0.31	-0.22	-0.098	0.36	-3.6%	16%

Structural class, the entries above with sulfur (3)
SMILES	P. falciparum M17LAP	M1AAP inhibition	LYP phosphatase	AID2073	Siah-1 displacement	PMI inhibition	Dynein transport	Dynein transport cytoplasmic EGFP	Dynein transport nuclear GR-EGFP	Dynein transport cell count	XIAP displacement	PMI inhibitors
CCN1CCN(C(=O)c2ccc(CN(c3ccccc3)S(=O)(=O)c3ccccc3)cc2)CC1	-6%	9%	-5%	-1%	-10%	4%	-0.42	-0.33	-0.55	0.72	-0.2%	3%
NC(=O)c1c(NC(=O)CSc2nc(N)cc(=O)[nH]2)sc2c1CCCC2	7%	13%	0%	21%	-6%	·	0.13	-0.21	-0.029	-0.024	·	·
C/C(=N\Nc1ccc(S(N)(=O)=O)cc1[N+](=O)[O-])c1ccc2c(c1)OCO2	8%	0%	-8%	34%	2%	13%	0.31	-0.22	-0.098	0.36	-3.6%	16%

Additional structures.
SMILES	P. falciparum M17LAP	M1AAP inhibition	LYP phosphatase	AID2073	Siah-1 displacement	PMI inhibition	Dynein transport	Dynein transport cytoplasmic EGFP	Dynein transport nuclear GR-EGFP	Dynein transport cell count	XIAP displacement	PMI inhibitors
C/C(CC1(O)/C(=N/O)CCc2nonc21)=N\O (stereo unspecified)	-7%	-3%	-6%	-4%	-2%	-3%	0.1	-0.19	0.42	-0.21	-0.2%	-1%
CCCNC(=O)/C=C/C(=O)O	1%	2%	-3%	9%	13%	-2%	0.068	-0.29	-0.071	0.69	-6.6%	-18%
COc1ccc(/C=C(\C#N)C(=O)OCC(=O)NCc2ccccc2)cc1	9%	4%	1%	3%	-3%	-2%	-0.071	-0.3	0.74	0.45	-5.0%	1%
O=C(NC1CCCCC1)C1c2ccccc2C(=O)N1Cc1ccco1 (stereo unspecified)	-12%	4%	-6%	32%	-4%	4%	-0.71	-0.29	-0.2	0.57	-1.8%	5%
CCOC(=O)CC1C(=O)NCCN1C(=O)c1ccc(F)cc1F (stereo unspecified)	-9%	8%	-10%	15%	-2%	-7%	2.2	0.4	1.8	-2	-2.0%	-8%
CCCOc1ncnc2c1[nH]c1ccc(OC)cc12	1%	4%	-4%	2%	-2%	·	0.59	-0.19	0.29	-0.38	·	·
CCOC(=O)CSc1nnc(-c2ccc3ncccc3c2)n1C	-3%	3%	-10%	5%	-1%	·	1.4	-0.11	1.3	-1.1	·	·
Cn1c(=O)[nH]c(NC2CCCCC2)c([N+](=O)[O-])c1=O	14%	7%	-2%	-10%	1%	-3%	0.86	-0.24	0.53	-0.23	-7.1%	-9%
Cc1ccc(C(C#N)c2ccc(C(=O)c3ccc(F)cc3)cc2)cc1 (stereo unspecified)	1%	-2%	-7%	-4%	-3%	-1%	-0.72	0.99	-0.2	0.95	-4.1%	5%
O=C1CC(c2cccs2)c2ccc3ccccc3c2N1 (stereo unspecified)	2%	1%	2%	0%	1%	10%	-0.53	-0.23	-0.28	0.23	-2.2%	2%
CCN1CCN(c2cc(C)nc(-c3ccccc3O)n2)CC1	-3%	0%	6%	-7%	0%	·	-0.15	-0.14	-0.46	0.55	·	·
CCCNC(=O)COC(=O)c1cc(C)nc2ccccc12	4%	6%	-3%	-5%	-2%	4%	0.7	-0.29	0.6	0.44	-8.8%	-4%
O=C(CCCCl)NC(=S)Nc1ccc(CN2CCOCC2)cc1	-2%	1%	-7%	-17%	-2%	·	0.021	-0.21	-0.00062	-0.12	·	·
Cn1c(N)c(C(=O)COC(=O)C23CC4CC(CC(C4)C2)C3)c(=O)n(C)c1=O	-3%	6%	-3%	-3%	-1%	9%	1.6	0.89	0.87	-1.3	-22%	12%
CC(=O)N1CCN(CC(=O)Nc2cccc(S(=O)(=O)N3CCCCCC3)c2)CC1	0%	5%	-5%	-1%	2%	3%	1.4	-0.16	0.7	-1.7	-3.6%	-9%
O=C(COC(=O)CCC(=O)c1cccs1)NCc1ccco1	10%	5%	5%	58%*	27%	-5%	-0.68	-0.24	-0.23	0.12	2.5%	0%
CCN(CC)c1cc(Oc2ccccc2)ncn1	-4%	-6%	-14%	0%	2%	3%	2.8	0.22	2.3	-2.9	-3.1%	2%
CCOC(=O)c1ccc(NC(=O)Cn2cnc3cc(C)c(C)cc32)cc1	2%	8%	-4%	-1%	4%	·	-0.11	-0.2	0.73	-1	·	·
O=c1[nH]c2ccc(NC(=S)Nc3ccccc3Cl)cc2[nH]1	-2%	13%	-12%	-8%	1%	18%	0.13	0.14	0.22	0.24	-2.7%	34%
O=C(CCc1ccccc1)NC(=S)NCc1ccco1	-6%	7%	2%	0%	2%	-2%	1.1	-0.16	0.9	-1.4	-4.4%	8%
C=CCc1cccc2cc(C(=O)NNC(=O)c3ccncc3)c(=O)oc12	20%	21%	-5%	-7%	14%	5%	-0.012	-0.29	0.24	0.24	-5.1%	2%
CCCN1C(=O)/C(=C/c2cc(C)n(C)c2C)SC1=Nc1ccc(OCC)cc1	15%	8%	9%	1%	1%	17%	0.21	-0.093	0.66	-0.073	-1.2%	5%
C=CCn1c(SCC(=O)Nc2ccc3c(c2)CCC3)nnc1-c1cccs1	18%	7%	6%	-4%	-1%	14%	-0.06	-0.18	0.53	0.2	-3.6%	18%
Cc1cccc(-n2c(-c3ccco3)n[nH]c2=S)c1	4%	2%	1%	20%	7%	-5%	0.72	0.12	0.031	-0.12	-7.0%	-6%
Cc1c(C(N)=O)sc2ncn(CCOc3ccccc3)c(=O)c12	-9%	-3%	-3%	-7%	3%	-3%	0.15	-0.22	0.14	0.52	-0.6%	-8%
Cc1cc2cc(CNC(=S)Nc3ccc(OC(F)(F)F)cc3)ccc2[nH]1	-4%	2%	-1%	-1%	0%	-3%	-0.62	-0.17	0.44	0.38	-8.2%	-4%
Cc1nc2cc(-c3ccccc3)nn2c(C)c1CCC(=O)NCc1ccco1	-5%	6%	-5%	5%	-7%	-9%	-0.21	-0.26	-0.016	0.71	3.0%	-10%
C/C=C\C=C/C(=O)Nc1cccc(C2=NOC3(C2)C[C@@H](C(N)=O)N(C(=O)/C=C/C=C\C)C3)c1 (stereo partly specified)	-5%	2%	-13%	10µM*	6%	·	1.7	-0.61	1.5	-1.4	·	·
Cc1ccc(C=Nc2ccccc2C(N)=O)o1	-47%	5%	-9%	18%	-5%	-5%	1.9	-0.13	1.2	-2	-3.1%	-20%
Cc1nc2c([nH]1)C1(CCN(Cc3ccccc3)CC1)C(C#N)=C(N)O2	63µM*	8%	0%	-4%	-3%	20%	-0.069	-0.04	0.5	0.91	1.7%	25%
CCC(=O)Nc1ccc(F)c(Cl)c1	-11%	0%	3%	3%	-8%	0%	-0.16	-0.26	0.59	0.21	-5.0%	3%
COc1ccc(C(=O)CSc2nnc(-c3ccco3)c(-c3ccco3)n2)cc1	-7%	11%	-5%	49%	7%	31%	0.2	0.12	0.16	-1	-4.4%	-7%
O=C(/C(Br)=C/Nc1cc(Cl)ccc1Cl)C(F)(F)F	6%	3%	-8%	-4%	7%	-86%	-0.88	-0.15	-0.77	-0.012	-9.2%	-25%
CCOc1cc(C)c(Cl)cc1S(=O)(=O)N(CC)CC	-57%	10%	0%	-10%	0%	3%	-0.016	-0.19	-0.76	0.96	-1.2%	2%
CC(C)OP(=O)(OC(C)C)C(Nc1ccccc1)c1cccc([N+](=O)[O-])c1 (stereo unspecified)	10%	4%	-7%	-2%	3%	·	0.23	-0.22	0.0083	0.25	·	·
CC(C)c1cc(NCC2CCCO2)n2c(nc3ccccc32)c1C#N (stereo unspecified)	-116%	4%	-18%	19%	-2%	-2%	-0.58	0.37	-0.04	0.44	-8.0%	6%
CCCCC(=O)Nc1cccc2c1C(=O)N(c1ccccc1)C2=O	11%	2%	-6%	3%	2%	-7%	-0.78	-0.24	0.031	0.88	-2.9%	6%
CC(C)c1ccc(/C=C/C(=O)N2CCCCCC2)cc1	1%	0%	2%	8%	10%	0%	-0.23	-0.2	0.91	-0.98	-2.5%	-13%
C=CCOc1c(Br)cc(C2C3=C(CCCC3=O)N(C)C3=C2C(=O)CCC3)cc1OCC	-37%	11%	-9%	12%	-4%	10%	0.51	-0.24	0.36	0.21	-2.0%	-1%
CCSc1ncc(C#N)c(N)n1	2%	-2%	-5%	4%	0%	-11%	2.5	-0.16	1.9	-2	-3.2%	-9%
COc1ccc(NC(=O)Cn2ccc3c(OC)cccc3c2=O)cc1	2%	4%	-6%	4%	10%	·	0.42	-0.24	0.8	-0.79	·	·
